High-throughput results deposited in PubChem by Broad Institute.
EWS-Fli inh – EWS/Fli-driven NR0B1 reporter inhibitors, primary screen, A673 cells, NR0B1 luciferase, luminescence, MLPCN library; viability-normalised; inhibition, % at 12.6 µM; 350,000 tested, 0.67% active; AID 651661, 2012;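 active means mean inhibition of at least 50% after viability correction, with every replicate also passing that limit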;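 further: firefly luciferase signal divided by Alamar Blue viability fluorescence both relative to DMSO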
RAD52 anneal inh – RAD52 DNA annealing inhibitors, primary screen, biochemical, FRET, single point, set 2; DNA repair protein RAD52 homolog (Homo sapiens), P43351; recombinant RAD52 DNA annealing, FRET fluorescence; inhibition, % at 18.7 µM; 360,000 tested, 0.46% active; AID 651710, 2012;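 active means every replicate showing at least 50% inhibition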
Target sequence (P43351 whole entry, looked up): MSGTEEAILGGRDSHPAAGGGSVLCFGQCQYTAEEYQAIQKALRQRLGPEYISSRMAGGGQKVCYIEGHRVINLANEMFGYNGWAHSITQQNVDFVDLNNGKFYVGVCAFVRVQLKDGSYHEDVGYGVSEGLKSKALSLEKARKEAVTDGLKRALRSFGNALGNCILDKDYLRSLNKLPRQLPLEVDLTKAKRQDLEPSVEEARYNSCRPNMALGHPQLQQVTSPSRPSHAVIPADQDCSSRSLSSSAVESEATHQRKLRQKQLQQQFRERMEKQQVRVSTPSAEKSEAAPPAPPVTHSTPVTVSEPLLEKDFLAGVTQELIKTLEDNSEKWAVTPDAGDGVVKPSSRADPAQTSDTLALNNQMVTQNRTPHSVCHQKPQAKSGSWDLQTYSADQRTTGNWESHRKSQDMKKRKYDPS
RAD54 branch – inhibitors of human RAD54 branch migration, primary screen, biochemical, fluorescence, single point | 360,000 tested, 0.14% active | inhibition, % at 10.4 µM | DNA repair and recombination protein RAD54-like (Homo sapiens), Q92698 | RAD54 Holliday junction branch migration, FAM/BHQ fluorescence;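 active means mean normalized replicate activity at least 40 and at least half of replicates scoring 40 or more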;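 further: 0% = median of neutral control wells and 100% = median of positive control wells; inhibitors cause a drop in the FAM fluorescence signal; in these data hits start at about 50%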
esBAF inh – Bmi1 luciferase reporter increase in mESCs, primary screen, esBAF inhibitor project, mouse ES cells, Bmi1 luciferase knock-in, single point; 350,000 tested, 2% active; 24 h; 100% = twice the neutral-well signal; reporter increase, % at 12.5 µM; in the data active means activation above about 40%;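 further: 0% = median of the plate's neutral control wells and 100% = double that signal; a rise in the Bmi1 reporter signal indicates esBAF inhibition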
Xi reactivation – activators of inactive X chromosome reactivation, primary screen, imaging, XiGFP fibroblasts, GFP high-content imaging, set 2; XiGFP mouse fibroblasts, % GFP-positive cells imaging, 3 d; cells co-treated with 5-aza-dC sensitizer; scaled so ellipticine positive control = 100%; activation, % at 7.58 µM; 360,000 tested, 0.055% active;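 active means mean normalized replicate activation at least 10% and every replicate at or above 10%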;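 further: 0% = median of on-plate neutral control wells and 100% = ellipticine 6 µM median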
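System: SV40-immortalized XiGFP fibroblast cells, line 68-5-11 / Incubation: 3-day compound exposure, then 15 min fixation at room temperature / Compound: single concentration per compound, delivered by pin transfer / Buffer or medium: DMEM plus 5-aza-dC sensitizer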
S100A4 inh HTS – inhibitors of S100A4-myosin IIA peptide binding, primary screen, biochemical, fluorescence polarization, TAMRA-MyoIIA peptide; AID 652163, 2013; inhibition, % at 10.7 µM; 360,000 tested, 0.14% active;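 active means mean inhibition of at least 70% across replicates, with every replicate also reaching that level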
Target sequence (P26447 whole entry, looked up): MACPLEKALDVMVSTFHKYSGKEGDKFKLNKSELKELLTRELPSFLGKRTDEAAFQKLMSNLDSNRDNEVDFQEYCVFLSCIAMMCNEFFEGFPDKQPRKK
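Material: human S100A4 monomer with TAMRA-labelled myosin IIA peptide; buffer or medium: HEPES pH 7.2 with CaCl2, KCl, NaCl, DTT, Triton; compound dosing: one concentration per compound; schedule: 5 min incubation before reading; benchmarks: neutral control DMSO, positive control TFP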
FN deposit inh – inhibitors of fibronectin matrix deposition, primary screen, AH1F cells, Alexa488-fibronectin fluorescence, plate reader. inhibition, % at 12.6 µM. AH1F fibroblasts, overnight. AID 743247, 2014. 350,000 tested, 0.086% active;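 active means mean inhibition across replicates of 30% or more, regardless of how many single replicates reach that level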;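 further: positive control wells lacked labelled fibronectin entirely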
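Material: AH1F fibroblast monolayer depositing Alexa488-labelled fibronectin into matrix | Input: 10000 AH1F cells/well | Medium: DMEM plus 2% serum, read in PBS | Reagent: Alexa488-fibronectin, 24 nM final in well | Compound dosing: One dose per compound, pinned | Schedule: 1 h adhesion, overnight exposure | Measured by: Fluorescence at 485 nm excitation, 525 nm emission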
E-selectin induc – E-selectin induction in HUVECs, primary screen, imaging, HUVEC, immunofluorescence imaging, single point; normalized: neutral wells 0, TNF-alpha wells 100; activation, % at 7.58 µM; P16581; AID 686992, 2013; 260,000 tested, 0.37% active;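 active means mean E-selectin-positive cell signal at least 10% of the positive control, reached in at least 60% of replicates, without over 20% cell loss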;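 further: in these data hits start at about 27%; measured in HUVEC primary endothelial cells; signal is the percent of cells scored E-selectin positive by PE staining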
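Material: HUVEC primary endothelial cells; Amount: 3,000 cells per well; Dosing: single concentration; Medium: EGM-2 growth medium on 0.1% gelatin-coated wells; Read-out basis: percent E-selectin-positive cells; Signal: immunofluorescence imaging; Control set: TNF-alpha, DMSO.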
Active calls of the source: *; x = not tested or not shown. This is a random part of the collection. About 3% of those tested had a hit in this group.

item | compound | EWS-Fli inh | RAD52 anneal inh | RAD54 branch | esBAF inh | Xi reactivation | S100A4 inh HTS | FN deposit inh | E-selectin induc
1 | COc1cc(C(CCN2CCOCC2)c2c(OC)cc(OC)c3c2OC(=O)CC3c2ccc(N(C)C)cc2)cc(OC)c1OC (stereo not given) | -8.7 | -8.2 | 2.7 | 5.0 | 0.2 | -2.8 | 4.5 | 0.1
2 | CC(C)Oc1ccc(C(=O)NCC(=O)N2CCN(S(=O)(=O)/C=C/c3ccccc3)CC2)cc1 | 0.2 | -36.5 | 10.6 | 2.2 | -0.1 | 1.9 | -3.9 | x
3 | N#Cc1cccc(-c2ccc([C@@H]3[C@H]4CN(Cc5ccccc5F)CCCCN4[C@H]3CO)cc2)c1 | -1.2 | 14.4 | 27.7 | -2.5 | 0.0 | -6.4 | 11.6 | -0.2
4 | Cn1cccc1-c1cc(C(=O)N2CCc3c([nH]c4ccccc34)C2c2ccccn2)[nH]n1 (stereo not given) | -0.6 | -31.4 | x | x | 0.0 | -18.1 | x | x
5 | C[C@H]1CN([C@@H](C)CO)C(=O)c2cccc(NS(C)(=O)=O)c2O[C@@H]1CN(C)C(=O)Nc1ccccc1 | -3.6 | -2.2 | -11.0 | -1.2 | 0.1 | -8.9 | 5.4 | -14.1
6 | Cc1ccc(NC(=O)Cc2n[nH]c(=O)c3ccccc23)cc1S(=O)(=O)N1CCCCCC1 | 29.9 | -49.7 | -4.4 | -3.3 | 0.0 | -8.4 | 1.8 | x
7 | Cc1cc(C)n(CC(=O)N2c3ccccc3Sc3ccc(C(F)(F)F)cc32)n1 | 6.2 | 2.7 | 0.2 | 4.6 | 0.1 | 0.4 | 4.1 | x
8 | C[C@@H]1CN([C@H](C)CO)S(=O)(=O)c2ccc(C#Cc3ccncc3)cc2O[C@H]1CN(C)C(=O)C1CCC1 | -0.5 | -21.5 | -0.6 | 7.4 | 1.1 | 34.4 | -7.9 | 0.0
9 | COc1ccc(C(C(=O)NC2CCCC2)N(C(=O)c2ccco2)c2cccc(C(C)=O)c2)cc1OC (stereo not given) | -5.0 | -4.4 | -6.7 | -3.6 | 0.9 | -0.5 | 6.8 | -0.1
10 | Cc1ccc(CN2CC(=O)N3[C@H]4c5cc(C)ccc5OC[C@@H]4[C@H](c4ccccc4)[C@]3(C)C2=O)cc1 | 14.3 | -97.5 | -5.3 | -6.1 | 0.0 | -2.2 | -1.1 | 0.0
11 | Cc1nn(-c2ccccc2)c(C)c1/C=N/NC(=O)c1cccs1 | -105.7 | -9.7 | 8.4 | x | 0.0 | -4.8 | 2.5 | x
12 | N#CCCN(C(=O)COC(=O)c1ccc(S(=O)(=O)N2CCCC2)cc1)c1cccc(Cl)c1 | -1.7 | -22.4 | 4.8 | 7.0 | -0.1 | -1.5 | 0.7 | x
13 | C[C@H]1CN([C@@H](C)CO)C(=O)c2cc(NS(=O)(=O)c3cn(C)cn3)ccc2O[C@@H]1CN(C)C | 1.4 | 3.1 | 8.0 | 1.4 | -0.5 | 15.6 | 5.7 | 8.5
14 | Cc1ccc(C)c(NC(=O)CN(C)C(=O)c2ccccc2OCc2ccc(Cl)cc2)c1 | -2.0 | -19.9 | x | x | -0.1 | -4.6 | 3.9 | x
15 | CC(NCCC(Cc1ccccc1)c1ccco1)c1ccccc1 (stereo not given) | -2.5 | -8.1 | -11.5 | 1.9 | -0.1 | -2.9 | 0.0 | -0.1
16 | O=C(NCC(=O)N1CCN(c2ccccc2)CC1)c1ccc(Br)o1 | x | -8.7 | 1.3 | x | 0.0 | 0.0 | x | -0.1
17 | CNC(=O)CN1C(=O)NC(c2ccccc2)(c2ccccc2)C1=O | -6.7 | -15.2 | -5.6 | -1.5 | x | 3.5 | 3.0 | x
18 | CCNC(=O)C[C@@H]1CC[C@@H]2[C@H](COC[C@@H](O)CN2C(=O)Nc2c(C)noc2C)O1 | -6.6 | 10.8 | 5.4 | -4.8 | 0.3 | 3.9 | 1.6 | 0.0
19 | O=C(CNc1ccc(Cl)cc1)NNC(=S)NCc1ccccc1 | 8.9 | -13.0 | x | x | 0.0 | -5.2 | 3.3 | 4.3
20 | CSc1ncccc1C(=O)N1CCCC(CCC(=O)NCc2ccc(F)c(F)c2)C1 (stereo not given) | 0.0 | -41.4 | x | x | 0.3 | 0.0 | 6.5 | -0.2
21 | Cc1ccc(NC(=O)C2(C)CCN2Cc2ccccc2OC(F)F)cc1 (stereo not given) | -23.4 | -8.4 | -6.6 | -8.3 | 0.4 | 3.5 | -4.2 | -0.2
22 | COc1ccc(NC(=O)N2CC(=O)N3[C@@H](CO)[C@@H](c4ccc(C5=CCCC5)cc4)[C@@H]3C2)cc1 | 11.1 | -21.1 | x | x | 0.5 | -13.2 | x | 0.7
23 | O=C(NC1CCCCC1)c1cc(-c2ccc(O)cc2)on1 | -85.8 | -5.5 | 6.4 | 41.9* | 0.0 | 1.2 | -9.3 | x
24 | CC1CCCCC1N=C1NC(C)(C)CS1 (stereo not given) | 1.9 | -11.4 | x | x | 0.1 | -3.7 | 18.8 | x
25 | CC(=O)N(C)C[C@H]1Oc2ncc(C#Cc3cccnc3)cc2C(=O)N([C@H](C)CO)C[C@@H]1C | -8.6 | 6.2 | -12.1 | -7.4 | 0.5 | -7.9 | -8.8 | -0.4
26 | COC(=O)c1oc(-c2ccc(Cl)cc2)nc1C | -10.6 | 0.1 | x | x | 0.1 | 1.3 | x | x
27 | O=C(c1ccc(COc2ccccc2Br)o1)N1CCCCCC1 | -29.5 | -8.5 | 9.3 | 24.2 | x | -2.2 | x | x
28 | COc1ccc2c3c(n(C)c2c1)[C@@H](CO)N(C(=O)Nc1cccc(F)c1)CC31CCN(Cc2nccs2)CC1 | 17.1 | -6.8 | x | x | 0.2 | -1.4 | x | 0.5
29 | CCN(CC(=O)Nc1ccccc1OC)C(=O)COc1ccc(C#N)cc1 | -1.9 | 2.8 | -7.3 | 4.7 | 0.1 | -3.6 | 3.0 | 6.9
30 | Cc1cc(NC(=O)CCC(=O)N(Cc2cccnc2)C(C(=O)NC(C)(C)C)c2ccccc2Cl)no1 (stereo not given) | 0.8 | -11.4 | 4.3 | -4.4 | 0.0 | -6.2 | 6.8 | 1.9
31 | NC(=O)CC(NC(=O)Cc1ccc(Br)cc1)c1ccc(NCc2cc(F)ccc2F)c([N+](=O)[O-])c1 (stereo not given) | 3.5 | -27.2 | 5.4 | -2.3 | 0.1 | -2.7 | 3.4 | 0.1
32 | CCCC(=O)N1CCCC(c2cc(C(=O)NCc3ccccc3)no2)C1 (stereo not given) | -37.8 | 5.2 | 1.8 | 29.2 | -0.1 | -0.4 | x | 0.4

An excerpt of these results, with each value named:
#26 COC(=O)c1oc(-c2ccc(Cl)cc2)nc1C
  EWS-Fli inh: -10.6
  RAD52 anneal inh: 0.1
  RAD54 branch: x
  esBAF inh: x
  Xi reactivation: 0.1
  S100A4 inh HTS: 1.3
  FN deposit inh: x
  E-selectin induc: x

#27 O=C(c1ccc(COc2ccccc2Br)o1)N1CCCCCC1
  EWS-Fli inh: -29.5
  RAD52 anneal inh: -8.5
  RAD54 branch: 9.3
  esBAF inh: 24.2
  Xi reactivation: x
  S100A4 inh HTS: -2.2
  FN deposit inh: x
  E-selectin induc: x

#28 COc1ccc2c3c(n(C)c2c1)[C@@H](CO)N(C(=O)Nc1cccc(F)c1)CC31CCN(Cc2nccs2)CC1
  EWS-Fli inh: 17.1
  RAD52 anneal inh: -6.8
  RAD54 branch: x
  esBAF inh: x
  Xi reactivation: 0.2
  S100A4 inh HTS: -1.4
  FN deposit inh: x
  E-selectin induc: 0.5

Next section
item | compound | EWS-Fli inh | RAD52 anneal inh | RAD54 branch | esBAF inh | Xi reactivation | S100A4 inh HTS | FN deposit inh | E-selectin induc
33 | Cc1cccc(Nc2nc(N)nc(CSc3nccc(C)n3)n2)c1 | x | x | -15.8 | 8.9 | x | x | -0.9 | 0.1
34 | O=C(C[C@@H]1C=C[C@H](NC(=O)Nc2ccc(C(F)(F)F)cc2)[C@@H](CO)O1)NCc1cccc(F)c1 | 3.2 | 1.4 | -1.7 | -2.9 | -0.8 | -5.7 | x | -1.3
35 | Cc1ccc(CN2CCN(/N=C/c3ccc(Cl)c([N+](=O)[O-])c3)CC2)cc1 | 8.6 | -11.4 | -1.8 | -7.2 | 0.0 | -13.0 | 1.2 | x
36 | O=C(COC(=O)Cc1ccccc1F)NCc1ccc(Cl)cc1 | 1.4 | -13.2 | 2.9 | x | 0.1 | -6.6 | -3.1 | -0.1
37 | C[C@H](O)[C@@H]1C(=O)N2CCc3ccc(-c4ccccc4)cc3[C@@H]2C[C@@H]1N(C)C(=O)Nc1cc(Cl)cc(Cl)c1 | 10.1 | -17.2 | -5.7 | 5.1 | x | -7.9 | 11.0 | 0.3
38 | C[C@H]1CN([C@@H](C)CO)C(=O)c2cc(NC(=O)C3CC3)ccc2O[C@@H]1CN(C)CC1CCCCC1 | -12.4 | 18.3 | -1.1 | -1.2 | -0.6 | 5.1 | x | -0.1
39 | COc1ccccc1CNC(=O)C[C@@H]1C=C[C@@H](NC(=O)CC2CC2)[C@H](CO)O1 | -1.0 | -1.6 | 0.6 | -5.4 | 0.6 | -10.3 | x | 1.2
40 | O=S1(=O)N=C(N(CCO)/N=C/c2ccccc2)c2ccccc21 | -5.9 | -3.4 | x | x | 0.0 | 7.6 | 11.4 | x
41 | COc1ccc(CNC(=O)c2cccc(C)c2[N+](=O)[O-])cc1 | 0.0 | -8.2 | x | x | 0.1 | 3.3 | -1.8 | x
42 | Cc1ccc(N2CC(C(=O)NCc3ccco3)CC2=O)cc1Cl (stereo not given) | x | -19.8 | -7.1 | -1.5 | 0.1 | 4.9 | -3.8 | -0.7
43 | CC1CN(S(=O)(=O)c2cccc(C(=O)Nc3cc(Cl)ccc3N3CCOCC3)c2)CC(C)O1 (stereo not given) | 22.1 | -4.3 | 2.5 | 15.2 | -0.7 | -1.3 | 2.2 | -1.5
44 | C=CCn1c(=NC(=O)C2CC2)sc2cc(NC(C)=O)ccc21 | -22.9 | -0.1 | -3.3 | 18.9 | -0.1 | -2.7 | 8.6 | -0.1
45 | C/C=C/c1ccc2c(c1)O[C@@H](CN(C)C(=O)c1ccncc1)[C@@H](C)CN([C@H](C)CO)S2(=O)=O | -10.9 | 19.2 | 6.9 | 5.5 | -0.6 | 7.4 | -0.5 | 0.7
46 | C[C@@H]1CN([C@H](C)CO)C(=O)c2cc(NS(=O)(=O)c3ccccc3)ccc2O[C@@H](C)CCCCO[C@H]1CN(C)C(=O)Nc1ccc(F)cc1 | -4.1 | 8.2 | 0.4 | -0.1 | -1.1 | -14.2 | x | 0.2
47 | O=C(NCc1ccccc1Cl)C(=O)NCC1OCCN1S(=O)(=O)c1cccs1 (stereo not given) | -5.2 | -18.5 | x | x | 0.0 | -1.8 | -6.3 | x
